# Source: PubChem BioAssay (The Scripps Research Institute Molecular Screening Center)
# TTR transcr act – TTR transcription activators in neuroblastoma reporter cells, primary screen, cell-based, luminescence, SH-SY5Y, TTR promoter Gaussia luciferase | 100% = recombinant luciferase protein wells | activation, % at 16.7 µM | 1.3% of 92,000 active;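 active = activation above the mean of all tested compounds plus 3 SD, cut at about 9.5% in these data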;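 also: cells exposed to compounds for one day before reading; 0% = median of all test compound wells on the plate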
# * hit, by the source's call; & = joins results of further samples. An excerpt; the hit share may differ from the screen's.
No.	molecule	TTR transcr act
1	C=CCC1(CC=C)CCCN1C(=O)CC1C(=O)NCCN1Cc1cc(OC)cc(OC)c1 (configuration not stated)	0.1
2	Cc1nc2ccc(C(=O)N3c4ccccc4CC3C)cc2s1 (configuration not stated)	0.1
3	NC(=O)c1nsc(C(=O)N(c2ccc(F)cc2)C(C(=O)NC2CCCC2)c2ccncc2)c1N (configuration not stated)	-1.1
4	Cc1ccc(C)c(NC(=O)CN2C(=O)c3ccccc3C2=O)c1	-1.5
5	S=C(NCc1ccc(Cl)cc1)NC12CC3CC(CC(C3)C1)C2	-1.5
6	O=C1CCC[C@H]2C[C@H](NCc3cccc(Cl)c3)CC[C@]23CCCN13	0.5
7	CC(C)(C)NC(=O)CSc1nnc(-c2ccncc2)n1Cc1ccccc1	-1.1
8	N#C/C(=C\c1ccc[nH]1)C(=O)NCC1CCCO1 (configuration not stated)	11*
9	CCCCn1c(N)c(S(=O)(=O)c2ccc(C)cc2)c2nc3ccccc3nc21	-3.0
10	CCN(CC)C(=O)/C=C/c1ccc(OC)c(S(=O)(=O)N2CCCCC2)c1	0.7
11	Cc1cccc(-n2c(=O)[nH]c3c(C(N)=O)nc(-c4ccccc4Cl)nc32)c1	1.8
12	CC(C)(C)OC(=O)NN=C(c1ccc(O)cc1)c1ccc(O)cc1	-2.4
13	CC(C)(C)C(=O)Nc1nnc(SCc2ccc(F)cc2)s1	1.1
14	Cc1ccc(Cl)cc1NC(=O)CCS(=O)(=O)c1cccc2nonc12	-0.7
15	COC(=O)[C@]12C[C@H](CC(=O)NCc3cccs3)C(=O)N(Cc3ccc(Cl)cc3Cl)C1=C[C@H](C1CCCC1)O[C@@H]2C	6.5
16	CC(C)CNC(=O)c1cc([N+](=O)[O-])ccc1N1CCOCC1	-0.9
17	CCc1ccc(-n2c(SCc3cc(=O)n4cc(Br)ccc4n3)nc3[nH]ncc3c2=O)cc1	-1.4
18	CCCCN(C(=O)C1=NN(c2cc(C)ccc2C)C(=O)CC1)c1c(N)n(CCC)c(=O)[nH]c1=O	-1.1
19	CCc1ccc(N2C(=O)CC(Cn3nc(C)cc3C)C2=O)cc1 (configuration not stated)	1.0
20	O=C(c1ccccc1)N(C(=O)c1ccccc1)N1CCCC1	-2.5
21	N#CC(c1ccc(Cl)cc1)N1CCOCC1 (configuration not stated)	-1.1
22	O=C(CC12CC3CC(CC(C3)C1)C2)N1CCN(S(=O)(=O)c2cccs2)CC1	-1.2
23	CCOC(=O)C1=CCN(S(=O)(=O)c2ccccc2F)C1c1cccc(Br)c1 (configuration not stated)	-0.3
24	CCOc1ncccc1C(=O)Nc1ccccc1N1CCOCC1	-2.0
25	Cc1ccc(OCC(=O)N/N=C\c2c(C)[nH]n(-c3ccccc3)c2=O)c([N+](=O)[O-])c1	-2.3

# Reformatted: results already given
entry	TTR transcr act	smiles
9	-3.0	CCCCn1c(N)c(S(=O)(=O)c2ccc(C)cc2)c2nc3ccccc3nc21
10	0.7	CCN(CC)C(=O)/C=C/c1ccc(OC)c(S(=O)(=O)N2CCCCC2)c1

# Along the list, quoted from above.
# Nos. 6–17 in TTR transcr act read 0.5, -1.1, 11*, -3.0, 0.7, 1.8, -2.4, 1.1, -0.7, 6.5, -0.9, -1.4

# (more compounds)
No.	molecule	TTR transcr act
26	Cc1c(Cl)cccc1NC(=S)NCCCN(C)C	-0.6
27	O=C(O)Cc1n[nH]c(=O)c2ccccc12	4.8
28	NC(=O)[C@H]1CC2(CC(c3cccc(NC(=O)COc4ccc(Cl)cc4)c3)=NO2)CN1C(=O)C(c1ccccc1)c1ccccc1 (some centres not stated)	-8.1
29	CCOc1ccccc1-n1cnc(C#N)c1N	-0.3
30	Cc1ccc(C(=O)N/C(=C\C=C\c2ccccc2)C(=O)NCc2ccco2)cc1	-2.1
31	O=C(O)c1ccccc1NC(=S)NC(=O)c1sc2ccccc2c1Cl	-0.8
32	CCn1nc(CC(=O)Nc2nnc(CC(=O)N3CCOCC3)s2)c2ccccc2c1=O	-1.8
33	CC(C)(C)OC(=O)[C@H](Cc1ccccc1)NC(=O)c1nc[nH]c1C(=O)N[C@@H](CCCCN)C(=O)OC(C)(C)C	6.2
34	CCC(C)(C)NC(=O)C(c1ccc(C)o1)N(C(=O)c1csnn1)c1cccc(F)c1 (configuration not stated)	1.0
35	O=C(NCc1nc(-c2ccc(Cl)cc2)no1)c1ccco1	-0.9
36	CCOC(=O)CCCNC(=O)OC1CC2CC1[C@H]1CCCCN1[C@H]2C (some centres not stated)	-0.3
37	COc1ccc(-c2cc(-c3ccccc3O)[nH]n2)cc1	-5.0
38	O=C(NCCSc1ccccc1)c1ccco1	-4.5
39	Cn1c(SCC(=O)NNC(=O)Cc2ccccc2)nc2ccccc2c1=O	0.3
40	CCS(=O)(=O)NCC(c1ccco1)N1CCN(c2ccccc2)CC1 (configuration not stated)	-0.6
41	Cc1nc2c(o1)CCc1ccccc1C2N1CCN(C)CC1 (configuration not stated)	-1.3&-0.1
42	CC1CCN(S(=O)(=O)c2ccc3c4c2CC(=O)N4CC(C)S3)CC1 (configuration not stated)	-2.9
43	Nc1nnc2cc(F)ccc2n1	-0.2
44	COc1cc(OC)cc(C(=O)Nc2ccc(-n3cnnn3)c(C)c2)c1	7.0
45	CCCCC(=O)Nc1ccc(N2CCN(S(C)(=O)=O)CC2)cc1	4.6
46	COc1ccccc1C(=O)N/N=C(\C)c1ccc(NC(=O)C2CC2)cc1	-0.4
47	CCOC(=O)c1[nH]c2cc3c(cc2c1NC(=O)CN1CCC2(CC1)OCCO2)OCO3	0.8
48	CCCCCCCCN1C(=O)[C@@H](CC(=O)N2CCCCC2)C[C@@]2(C(=O)OC)C1=C[C@H](C(C)C)O[C@@H]2C1CC1	0.4
49	OCCSc1nc(-c2ccccc2)nc2c1CCC2	3.4
50	Cc1cc2ncn(/N=C/c3ccc([N+](=O)[O-])s3)c2cc1C	0.8

No.	molecule	TTR transcr act
51	CC(=O)N1CCCc2cc(S(=O)(=O)N3CCCC(C(=O)Nc4cc(C)ccc4C)C3)ccc21 (configuration not stated)	-2.0
52	CC1=CC(C)C(C[N+]2(C)CCCCC2)C(C)C1 (configuration not stated)	-1.2
53	O=C1N[C@H]2CC=C[C@H]2Nc2ccccc21	-0.4
54	O=C(c1ccc(F)cc1)c1cccc(C(=O)c2ccc(F)cc2)n1	1.3
55	COc1ccc(C(=O)Nc2ccc(N3CCN(C)CC3)cc2)cc1	1.1
56	COc1ccc(NC2CCCN(C(=O)CCCn3cncn3)C2)cc1 (configuration not stated)	0.6
57	COc1cc2c(cc1NC(=S)NC(=O)/C=C/c1ccc(OC)c(OC)c1)oc1ccccc12	3.0
58	O=C(CCc1nnc2n(Cc3ccc(F)cc3)c(=O)c3ccccc3n12)NCCCN1CCOCC1	-1.9
59	OC1CCN(c2cc(-c3ccccc3)nc3cc(-c4ccc(F)cc4)nn23)CC1	5.4
60	Cc1ccc(C)c(NCCC#N)c1	1.1
61	COc1cccc(OCC(Cn2c(C)nc3ccccc32)OC(C)=O)c1 (configuration not stated)	-2.6
62	COC(=O)c1cnn2c3c(c(C)nc12)CCCC3	1.2
63	Cc1ccc(OCC(=O)NC(=S)Nc2ccc(Br)cn2)cc1C	0.1
64	CC1CN(c2nc3ccccc3nc2SCC(=O)Nc2cccc(C(F)(F)F)c2)CC(C)O1 (configuration not stated)	2.1
65	Clc1ccc2c(c1)C1=C(C(c3ccncc3)O2)C(c2ccc(Br)cc2)n2ncnc2N1 (configuration not stated)	-2.6
66	CCN1C(=O)c2cccc3c(Cl)ccc1c23	1.1
67	CC(=O)Nc1nnc(/C=C/c2cccc([N+](=O)[O-])c2)s1	-1.4
68	COc1ccc2cc(CCNC(=O)c3c(-c4ccccc4Cl)noc3C)c(=O)[nH]c2c1	0.7
69	Cc1ccc(NC(=O)CNCc2ccccn2)cc1S(=O)(=O)N(C)C	-0.8
70	CO/N=C/NC(=O)N1OC[C@@H]2COc3ccc4ccccc4c3[C@@H]21	2.5
71	CN1Cc2c(N3CCOCC3)nc(SCc3ccccc3)c(C#N)c2CC1(C)C	-1.2
72	COc1ccc(-c2cc(N)n(S(=O)(=O)c3ccc(C)cc3)n2)c(OC)c1	-0.2
73	O=C(NCc1ccccc1Cl)c1csc([C@@H]2C[C@H](O)[C@@H](CO)O2)n1	0.0
74	O=C(Oc1cccc(OC(=O)c2ccco2)c1)c1ccco1	1.4
75	O=C1CC(Sc2cccs2)C(=O)N1c1ccccc1 (configuration not stated)	-1.2

No.	molecule	TTR transcr act
76	COc1ccccc1NC(=S)N(Cc1ccco1)Cc1cc2cc(C)ccc2[nH]c1=O	-2.2
77	COC(=O)[C@@]1(Sc2ccccc2)CC(=O)N[C@@H]1c1ccccc1	1.2
78	COc1ccc(-n2nc(C)cc2Nc2ccccc2C(=O)O)cc1	-2.7
79	CCCN1CCN(S(=O)(=O)c2cn(C)nc2C)CC1	3.5
80	c1ccc(CNc2nc(NCc3cccs3)nc3ccsc23)cc1	4.1
81	O=C1Nc2c(Br)cccc2C1=O	0.3
82	O=C(COC(=O)c1ccc([N+](=O)[O-])o1)NC1CCS(=O)(=O)C1 (configuration not stated)	0.4
83	CCCCNC(=O)Cn1cnc([N+](=O)[O-])n1	0.5
84	Cc1ccc(C(=O)NCc2ccc(Cl)c(Cl)c2)o1	1.9
85	COc1ccc(NC(=O)C[C@H]2C(=O)N(Cc3ccccc3)C[C@@H]2C)cc1	-0.9
86	CCCCOC(=O)Nc1nc(CC(=O)OCC)cs1	-0.9
87	Cc1ccc(C(=O)CC(SCC(=O)O)c2ccc([N+](=O)[O-])cc2)cc1 (configuration not stated)	-1.4
88	Cc1ccc(S(=O)(=O)NC(CC(=O)NCc2ccco2)c2ccco2)cc1 (configuration not stated)	-0.1
89	Cc1cccc(Nc2nc(NCc3ccco3)c3ccccc3n2)c1	-6.2
90	CCOC(=O)C(=CNc1cscc1S(=O)(=O)C(C)C)C(=O)OCC	-1.2
91	CC1CCN(C(=O)CN(C2CCCCC2)S(C)(=O)=O)CC1	1.4
92	CCN1CCN(c2cc(C)c3cc(NC(=O)c4cc(OC)cc(OC)c4)ccc3n2)CC1	-1.7
93	COc1cccc(CNc2ccc(C)c(Cl)c2)c1	0.3
94	COc1cccc(C(=O)NCCNC(=O)c2cnccn2)c1	-1.1
95	COC(=O)c1ccc(NC(=O)CCN2CCN(c3ccccc3)CC2)cc1	-1.6
96	Cc1cc(C)c(S(=O)(=O)n2c([N+](=O)[O-])cnc2C)cc1C	6.9
97	Cc1nn(-c2ccccc2Cl)c2sc(C(=O)Nc3nnc(C4CC4)s3)cc12	-0.6
98	c1ccc(-c2onc3cc4c(cc23)OCCO4)cc1	1.4
99	CCOC(=O)COc1c(OC)cc(Cl)cc1C1Nc2ccccc2C(=O)N1c1ccccc1 (configuration not stated)	1.2
100	O=C(CCCN1C(=O)/C(=C\c2cccs2)SC1=S)Nc1ccccn1	-1.9

# Some of these compounds in order of their number in TTR transcr act, ascending.
No. | compound | TTR transcr act
95 | COC(=O)c1ccc(NC(=O)CCN2CCN(c3ccccc3)CC2)cc1 | -1.6
88 | Cc1ccc(S(=O)(=O)NC(CC(=O)NCc2ccco2)c2ccco2)cc1 (configuration not stated) | -0.1
56 | COc1ccc(NC2CCCN(C(=O)CCCn3cncn3)C2)cc1 (configuration not stated) | 0.6
68 | COc1ccc2cc(CCNC(=O)c3c(-c4ccccc4Cl)noc3C)c(=O)[nH]c2c1 | 0.7
57 | COc1cc2c(cc1NC(=S)NC(=O)/C=C/c1ccc(OC)c(OC)c1)oc1ccccc12 | 3.0

# Next part:
No.	molecule	TTR transcr act
101	C/C(=N\NC(N)=S)c1ccc2c(c1)OCCO2	-0.3
102	CC(=O)Oc1ccc(C(=O)Nc2cccc3c2CCCC3)cc1	-1.0
103	CCCC1=C(C(=O)OCC)C(c2cccnc2)n2nc(C)nc2N1 (configuration not stated)	-0.3
104	COc1cccc(/C=N/Nc2nc(N3CCCC3)nc(N3CCCC3)n2)c1O	-1.5
105	CCN(c1ccc2c(c1)OCO2)S(=O)(=O)c1cc2c(cc1Br)CCN2C(=O)C1CC1	1.7
106	CC1=C(C)[N+](=O)C2CCCCC2N1[O-] (configuration not stated)	13*
107	C[C@@H]1CCC(=O)N(CC[C@H](Sc2ccccc2)c2ccccc2)CC1	-1.7
108	O=C(OCC(=O)N1CCOCC1)c1ccc(Br)cc1	0.9
109	CCCNC(=O)c1ccc(Cl)cc1Cl	2.5
110	Cc1nnc(SCc2ccc(Cl)cc2)nc1/C=C/N(C)C	9.7*
111	CCCCNC(=O)Nc1nnc(C(C)(C)C)s1	1.4
112	O=C(Nc1ccc(F)cc1F)C1CCCN1S(=O)(=O)c1ccc(-c2ccc(=O)[nH]n2)s1 (configuration not stated)	-3.0
113	Clc1ccc(CNc2ccc3nnc(-c4ccccc4)n3n2)cc1	3.7
114	COc1cccc(NC(=O)n2ccc3ccc(-c4ccc5cc[nH]c5c4)cc32)c1	-1.3
115	CC(=O)C1=C(C)NC(=O)NC1c1cc(Br)ccc1OCC(N)=O (configuration not stated)	1.8
116	COc1ccc2nc(N3CCCC(O)C3)c(C#N)cc2c1 (configuration not stated)	4.4
117	COc1cc(Br)cc(/C=C/c2ccc3cccc(O)c3n2)c1OC	-2.0
118	CCOc1ccc(NC(=O)CN2C(=O)/C(=C3\SC(=S)N(C4CCS(=O)(=O)C4)C3=O)c3ccccc32)cc1 (configuration not stated)	4.4
119	O=C(CCc1nnc(CCCc2ccccc2)o1)N1CCCCCC1	-1.4
120	O=C(NCc1ccccc1)c1nc(-c2cccs2)no1	2.4
121	O=C(CSC1=Nc2ccccc2C2=NC(CC(=O)N3CCN(c4ccccc4)CC3)C(=O)N12)NCC1CCCO1 (configuration not stated)	-1.0
122	NNC(=O)c1ccc(NS(=O)(=O)c2ccc(Br)cc2)cc1	4.8
123	O=[N+]([O-])c1ccc2oc(-c3cccc(O)c3)nc2c1	-2.0
124	Cc1cc(Nc2n[nH]c(N)c2C#N)ccc1F	1.4
125	CCn1c(SCC(=O)NC2CC2)nnc1-c1ccccc1OC	-1.4
126	O=C(Cc1cc(=O)[nH]c(=O)[nH]1)N1CCC(Cc2ccccc2)CC1	-1.5
127	CCN(CC(=O)NCc1cccs1)C(=O)C(c1ccccc1)c1ccccc1	1.2
